Source: PubChem (several laboratories)
Dynein cargo inh – inhibitors of GR-EGFP nuclear translocation, primary screen, dynein cargo transport inhibitor project, imaging, high-content, 3617.4 mouse cells. test concentration mostly 20 µM; stimulated with dexamethasone, 1 µM; active compounds read low. z-score, hits read low. actives 0.47% (n = 220,000). AID 1381, 2008;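 active means plate z-score of nuclear minus cytoplasmic receptor signal below a set negative limit, without overly bright fluorescence or cell loss, cut at about -3.5 in these data, passing the limit was not always enough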;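 further: z-score of nuclear minus cytoplasmic ring GR-EGFP intensity difference per well; some compounds called inactive have numbers as strong as hits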
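Schedule: 48 h induction, then 1 h compound, then 30 min agonist, 37 °C. Buffer or medium: tetracycline-free induction medium containing charcoal-stripped FBS. Reagent: 1.0 µM final dexamethasone stimulus. Evaluation: nuclear versus cytoplasmic GR-EGFP signal, averaged per well. Signal: high-content fluorescence imaging after fixation.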
ER stress rescue – rescue of cells from ER stress-induced death, primary screen, 384-well, CSM14.1, thapsigargin, ATP luminescence (AID 1222). 190,000 tested, under 10 active. CSM14.1 thapsigargin-induced death rescue, ATP luminescence; higher % means a stronger effect. cellular ATP content (survival), % at 20 µM, or EC50 in µM where a hit was titrated;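 active means EC50 below 50 µM in the dose-response confirmation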;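 further: death triggered by thapsigargin at about 15 µM added after 2 h compound pretreatment; cell ATP read after overnight thapsigargin exposure of roughly 18 to 22 hours; normalized against plate controls of thapsigargin alone and 5% DMSO vehicle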
Autophagy HCS – autophagy modulators in MEF cells, primary screen, imaging, high-content, MEF GFP-LC3; MEF GFP-LC3 puncta imaging; test concentration mostly 10 µM; calls only at 10 µM (by protocol); actives 0.98% (n = 190,000); AID 463193, 2010;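 active means percentage of spot-positive cells more than 3 SD above its plate mean, without a fluorescence outlier flag or 80% toxicity; inconclusive means no clear call, values can overlap the other calls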;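 further: spot-positive cell cutoff set from DMSO-treated cells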
M17LAP inhibition – P. falciparum M17LAP inhibitors, primary screen, biochemical, fluorogenic H-Leu-NHMec substrate, 1536-well (AID 1619). Leucine aminopeptidase (Plasmodium falciparum (isolate 3D7)). recombinant M17LAP, H-Leu-NHMec fluorogenic kinetic assay; higher % means a stronger effect. one-dose inhibition, % at 30 µM; IC50 in µM for titrated hits. actives 0.38% (n = 220,000);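 active means compound inhibiting the enzyme by more than half at any dose during confirmatory dose-response retesting; inconclusive means strong single-dose inhibitors picked by rank but not retested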;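 further: plate controls were full reaction with DMSO carrier for no effect and no enzyme background for full effect; strong numbers were not always called active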
P. falciparum M1AAP – P. falciparum M1AAP inhibitors, biochemical, fluorogenic H-Leu-NHMec substrate, 1536-well (AID 1445); recombinant M1AAP, H-Leu-NHMec fluorogenic kinetic assay; higher % means a stronger effect; one-dose inhibition, % at 30 µM; IC50 in µM for titrated hits; actives 0.42% (n = 220,000);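 active means primary inhibition above the hit cutoff, then over 50% inhibition at one or more dose response concentrations, cut at about 23% in these data, passing the limit was not always enough; inconclusive means conflicting primary data, or primary hits not chosen for dose response; inactive means low primary inhibition, or under 50% at every dose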;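 further: plate controls were DMSO full reaction for no effect and no enzyme background for full effect; strong numbers were not always called active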
Ins promoter up – insulin promoter activators in MIN6 cells, imaging, high-content screening, mouse beta cells; z-score at 5 µM; actives 0.3% (n = 190,000); MIN6 insulin promoter-GFP reporter; active compounds read high;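 active means z-score above 3 at 5 µM with at least 500 cells counted in the well; inconclusive means wells under 500 cells, flagged as cytotoxic or low count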
K1F lysis inhibition – inhibition of K1F phage lysis, E. coli UTI89, bacterial capsule biogenesis inhibitors, alamar blue (AID 488966). E. coli UTI89 K1F phage lysis, alamar blue, 2 h; higher % means a stronger effect. one-dose inhibition, % at 100 µM; IC50 in µM for titrated hits. actives 0.02% (n = 340,000);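 active means phage lysis inhibition, versus mean bacterial control, above a set limit; inconclusive means no clear call, values can overlap the other calls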;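 further: capsule biogenesis inhibitors block K1F phage lysis so surviving cells raise fluorescence; higher fluorescence means more inhibition of phage lysis; actives were called in the ten point dose series up to 300 µM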
bCat nuc transl – modulators of beta-catenin nuclear translocation, primary screen, imaging, HeLa cells, immunofluorescence, high-content | nuclear translocation activity, % at 5 µM | actives 0.3% (n = 190,000);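 active means nuclear translocation activity above 50% at 5 µM, with a well cell count of 50 or more; inconclusive means wells under 50 cells across six images, flagged as toxic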;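 further: per-cell ratio of nuclear to cytoplasmic median beta-catenin stain intensity; plate controls were DMSO negative control for no effect and GSK-3 inhibitor IX positive control for full effect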
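Test system: human HeLa cell line; Doses: 5 µM primary, 0.02–20 µM confirmation; Incubation: 24 h compound exposure, 37°C; Detection: beta-catenin immunofluorescence imaging with DAPI; Read-out: beta-catenin nuclear/cytoplasmic ratio, % activation.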
MT stabilize HCS – microtubule stabilizers in HeLa cells, primary screen, imaging, high-content imaging; HeLa tubulin immunostaining HCS, 24 h; share of cells brighter than vehicle mean+2SD; % tubulin-high responders, % at 10 µM; actives 0.83% (n = 200,000);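 active means plate Z-score above 3 for both tubulin-high and condensed-nucleus cell shares, with cell loss under 80%, at 10 µM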;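 further: anti alpha tubulin signal scored within the nucleus-defined area of each cell; some results filed as inactive read as strong as hits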
Dynein cargo inh cytoplasmic EGFP – second read-out of Dynein cargo inh, no call of its own (marks repeat the call); z-score; measured here: cytoplasmic GR-EGFP intensity; active compounds read high
Dynein cargo inh nuclear GR-EGFP – second read-out of Dynein cargo inh, no call of its own (marks repeat the call); z-score; measured here: nuclear GR-EGFP intensity;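 lower value marks the stronger effect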
Dynein cargo inh cell count – second read-out of Dynein cargo inh, no call of its own (marks repeat the call); z-score; measured here: cell count per field
Ins promoter up cell count – further read-out of Ins promoter up, marked with its call; cell count; measured here: cytotoxicity, nuclei count;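 total cells summed across four imaged fields per well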
bCat nuc transl cell count 5 µM – second read-out of bCat nuc transl, no call of its own (marks repeat the call); cell count; measured here: cell count, cytotoxicity flag
MT stabilize HCS Hoechst-high % – also measured in MT stabilize HCS; calls as there; % Hoechst-high responders; measured here: nuclear condensation Hoechst responders;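 share of cells brighter than vehicle mean plus two SD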
MT stabilize HCS cytotoxicity % – second read-out of MT stabilize HCS, no call of its own (marks repeat the call); toxicity, %; measured here: cytotoxicity by cell density;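 0% = mean cell density of plate MIN control wells and 100% = no cells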
Autophagy HCS cell loss 18 h – second read-out of Autophagy HCS, no call of its own (marks repeat the call); toxicity, %; measured here: cell loss, nuclei count;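 cell loss after 18 h compound exposure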
* hit, by the source's call; i = inactive; ? = inconclusive; nt = not tested or not shown; [ ] = another dose, or the depositor's remark.

SMILES,Ins promoter up cell count,bCat nuc transl cell count 5 µM,Dynein cargo inh nuclear GR-EGFP,Dynein cargo inh cytoplasmic EGFP,Autophagy HCS cell loss 18 h,P. falciparum M1AAP,MT stabilize HCS cytotoxicity %,Ins promoter up,Dynein cargo inh,ER stress rescue,bCat nuc transl,MT stabilize HCS Hoechst-high %,Autophagy HCS,Dynein cargo inh cell count,M17LAP inhibition,K1F lysis inhibition,MT stabilize HCS
Nc1nonc1-c1nc2ccccc2n1CC(=O)N1CCN(c2ccc(F)cc2)CC1,1228,nt,-0.21,-0.013,1,6%,7.4,0.24,-0.44,nt,nt,2.8,i,-0.17,1%,3.2%,1.9
CC1CCN(CCCCOc2ccc(Br)cc2)CC1,1475,583,-0.56,-0.27,-3,2%,6.8,0.37,-0.26,-1.4%,-1.9,4.9,i,0.85,-12%,0.6%[50 µM],3.0
O=c1[nH]c2ccccc2n1CCCN1CCN(C(c2ccccc2)c2ccccc2)CC1,nt,nt,0.49,-0.26,-51,8%,7.7,nt,0.066,0.7%,nt,3.1,i,0.54,19%,nt,3.5
CC1Sc2ccc(Cl)cc2-c2nc(N)ncc21 (stereo unspecified),1059,944,1.4,-0.22,1,8%,1.7,0.03,2,1.5%,4.5,1.9,i,-1.2,9%,-0.1%,1.1
COc1cccc(CN2CCN(C(=S)NCc3ccc(Cl)cc3)CC2)c1,1570,1501,-0.073,-0.36,-11,11%,9.0,-0.8,-0.31,2.0%,0.9,1.8,i,0.34,9%,-0.2%,4.7
CCn1c(C)nc2c(=O)oc3ccccc3c21,1284,1068,0.34,-0.11,24,11%,1.1,2,0.47,-4.6%,-7.2,2.8,i,0.5,21%,-0.5%,8.1
COc1ccc(C2CC(c3c(O)cc(C)oc3=O)=NCCS2)c(OC)c1 (stereo unspecified),672,616*,0.64,-0.074,44,-3%,42,0.28,0.61,-4.6%,110*,49,i,-0.059,-6%,3.3%,9.8
COc1ccc(C(=O)NCc2ccc3[nH]c(C)cc3c2)cc1OC,1664,1045,-1.3,-0.25,21,7%,2.2,-0.23,-1.1,-1.9%,-2.5,1.9,i,1.2,29%,-1.7%,1.6
CC(Nc1n[nH]c(=O)[nH]c1=O)C(=O)N/N=C/c1cccs1 (stereo unspecified),1289,1077,-0.07,-0.3,-5,4%,12,0.14,-1.2,-1.2%,-0.3,3.2,i,0.52,6%,-0.8%,3.8
O=C(CC1N=C2c3ccccc3N=C(SCc3ccc(Cl)cc3)N2C1=O)NCc1ccco1 (stereo unspecified),1275,925,0.99,-0.27,0,?,11,0.33,0.81,-1.8%,-4.3,3.2,i,-0.66,13%,0.8%,3.1
O=C(CSc1ccc2nnc(-c3ccc(F)cc3)n2n1)N1CCCc2ccccc21,1496,1060,0.34,-0.26,14,2%,6.0,0.78,0.45,-3.1%,1.4,2.1,i,0.68,6%,-0.8%,3.3
O=C(CC1C(=O)NCCN1C(=O)Nc1ccccc1)Nc1cccc(Cl)c1 (stereo unspecified),1539,1543,0.21,-0.3,-30,-2%,7.5,-2.1,0.45,-1.3%,0.7,1.8,i,0.17,2%,0.2%,2.7
C#Cc1ccc(CN2CCN(Cc3ccsc3)C(CCO)C2)cc1 (stereo unspecified),1565,970,0.21,-0.17,-5,nt,7.1,-0.85,-0.51,-2.1%,0.7,1.1,i,0.017,nt,0.0%,2.5
CCOc1ccc(NC2OC(C)C(O)C(O)C2O)c([N+](=O)[O-])c1 (stereo unspecified),1159,1091,0.28,-0.15,7,2%,4.1,-0.42,0.85,-1.4%,0.3,2.3,i,-0.83,9%,-1.2%,2.9
O=C(N/N=C/c1ccc(N2CCOCC2)cc1)c1ccccc1NS(=O)(=O)c1cccs1,1257,1060,0.23,0.068,11,20%,6.4,-0.3,-0.12,-1.5%,-1.0,2.0,i,0.11,1%,-0.3%,2.2
Cc1cc(NO)c(C(C)C)cc1N=O,nt,890,-0.11,-0.21,-7,-2%,0.6,nt,0.14,4.5%,-1.3,3.1,i,-0.42,2%,-1.8%,3.3
O=C(c1nc2ccc(Cl)cn2c1CNCCn1ccnc1)N1CCCCCCC1,nt,994,0.47,-0.07,13,10%,4.1,nt,0.54,-0.5%,-0.4,3.4,i,-0.96,3%,0.5%,3.1
O=C(C1=C[C@@H](c2ccc3c(c2)OCO3)C[C@@H](OCCCCO)O1)N1CCOCC1,1417,1086,-0.15,-0.26,7,8%,3.1,0.54,-0.68,-0.1%,1.5,2.2,i,-0.4,6%,1.2%,1.1
COc1ccccc1/C=C/C(=O)N1CCOCC1,884,nt,-0.15,-0.055,-4,8%,2.1,-0.58,-0.48,-0.7%,nt,1.2,i,1.4,15%,3.4%,1.9
Cc1cc(C)n2nc(C(=O)Nc3ccc(S(=O)(=O)N4CCCC4)cc3)nc2n1,1089,1325,0.13,-0.7,nt,7%,nt,-0.67,-0.12,nt,-0.7,nt,nt,-0.42,1%,0.1%,nt
COc1ccc2cnn(-c3ccccc3)c(=O)c2c1OC,1242,1087,0.25,-0.23,-13,7%,1.1,0.01,0.64,nt,-1.0,1.9,i,0.25,8%,-0.8%,3.0
CCN(CC)c1ccc2c(O)cc(=O)oc2c1,1312,1145,-0.57,-0.37,-7,11%,7.9,-0.06,-1,nt,0.9,1.8,i,0.87,6%,0.3%,2.9
C=CCOC(=O)CC(NC(=O)c1ccccc1)c1ccccc1 (stereo unspecified),1333,1187,-0.5,-0.1,0,7%,21,-0.23,-1.2,-0.1%,-0.5,0.1,i,0.38,-5%,0.3%,1.9
CCOC(=O)c1ccc(Nc2nc(C(=O)OCC)nc3ccccc23)cc1,1547,1366,-0.65,-0.26,5,14%,9.8,-0.06,0.55,-0.2%,-0.3,1.8,i,0.092,9%,-0.3%,2.4
CCC(C)NC(=O)CN(c1ccc(OC)cc1)S(=O)(=O)c1ccccc1 (stereo unspecified),1556,1539,-0.015,-0.24,-11,9%,12,0.01,0.68,-0.8%,-1.2,2.8,i,0.64,2%,0.0%,3.4
Cc1ccc(NC2=C(N3CCCCC3)C(=O)c3ccccc3C2=O)cc1,1448,1416,-0.17,0.091,26,5%,6.0,-1.4,-0.22,-3.3%,-0.5,1.1,i,-0.19,11%,-0.2%[50 µM],1.7
O=C(CN1C(=O)/C(=C\c2cccc(Cl)c2)Oc2ccccc21)N1CCN(c2ccccn2)CC1,2091,838,-0.29,-0.13,4,19%,4.2,-1.6,-0.35,1.4%,-2.6,3.5,i,0.057,-11%,nt,1.8
O=C(C1=C(O)C(=O)N(c2ncccn2)C1c1cccs1)c1ccco1 (stereo unspecified),1410,1369,0.73,0.043,5,-8%,7.2,-0.35,1.6,-2.2%,-1.5,0.9,i,-1.7,24%,0.1%,5.6
Cc1ccc(-n2nc(C(=O)O)c3ccccc3c2=O)cc1C,886,1200,1,-0.0066,5,-6%,9.1,-0.64,1.1,-0.9%,-4.1,0.7,i,-1.3,4%,2.2%,0.7

Profiles, quoted from the list.
Entry for O=C(CN1C(=O)/C(=C\c2cccc(Cl)c2)Oc2ccccc21)N1CCN(c2ccccn2)CC1 → Ins promoter up cell count = 2091; bCat nuc transl cell count 5 µM = 838; Dynein cargo inh nuclear GR-EGFP = -0.29; Dynein cargo inh cytoplasmic EGFP = -0.13; Autophagy HCS cell loss 18 h = 4; P. falciparum M1AAP = 19%; MT stabilize HCS cytotoxicity % = 4.2; Ins promoter up = -1.6; Dynein cargo inh = -0.35; ER stress rescue = 1.4%; bCat nuc transl = -2.6; MT stabilize HCS Hoechst-high % = 3.5; Autophagy HCS = i; Dynein cargo inh cell count = 0.057; M17LAP inhibition = -11%; K1F lysis inhibition = nt; MT stabilize HCS = 1.8
Entry for O=C(C1=C(O)C(=O)N(c2ncccn2)C1c1cccs1)c1ccco1 (stereo unspecified) → Ins promoter up cell count = 1410; bCat nuc transl cell count 5 µM = 1369; Dynein cargo inh nuclear GR-EGFP = 0.73; Dynein cargo inh cytoplasmic EGFP = 0.043; Autophagy HCS cell loss 18 h = 5; P. falciparum M1AAP = -8%; MT stabilize HCS cytotoxicity % = 7.2; Ins promoter up = -0.35; Dynein cargo inh = 1.6; ER stress rescue = -2.2%; bCat nuc transl = -1.5; MT stabilize HCS Hoechst-high % = 0.9; Autophagy HCS = i; Dynein cargo inh cell count = -1.7; M17LAP inhibition = 24%; K1F lysis inhibition = 0.1%; MT stabilize HCS = 5.6
